Screening results from PubChem.
MITF TRPM1 inh: inhibitors of MITF-dependent TRPM1 promoter reporter, primary screen, cell-based, SK-MEL-5, single point, luciferase | SK-MEL-5 TRPM1 promoter luciferase, 24 h | inhibition, % at 12.5 µM | hit rate 0.83% among 330,000;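 active = mean inhibition across replicates of 60% or more, whatever share of single replicates reaches that level; inconclusive = some that reach 60%, reason not given; inactive = mean inhibition across replicates below 60%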; also: values of inactives mirror those of a sister screen read the other way
hiPSC survival: enhancers of single-cell hiPSC survival, primary screen, ATPlite luminescence. survival enhancement, % at 20 µM. hit rate 0.044% among 360,000. 100% = ROCK inhibitor wells, 0% = DMSO. AID 602274, 2012; in the data active = survival enhancement above about 18%;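 also: cells exposed to compounds for 16 hours before the ATP read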
NR2E3 ag-1: inhibitors of NR2E3-RetCOR corepressor binding, primary screen, NR2E3 agonist project, biochemical, TR-FRET, GST-NR2E3, biotin-RetCOR | Photoreceptor-specific nuclear receptor (Homo sapiens), Q9Y5X4 | hit rate 0.12% among 320,000 | AID 2300, 2010 | inhibition of corepressor binding, % at 4.78 µM | 1536-well;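 active = percent inhibition above the cutoff of mean plus 3 SD of all tested compounds, set per screening campaign, cut at about 20% in these data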;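 also: 0% = DMSO wells and 100% = biotin wells as full block of FRET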
Target sequence (Q9Y5X4 whole entry, looked up): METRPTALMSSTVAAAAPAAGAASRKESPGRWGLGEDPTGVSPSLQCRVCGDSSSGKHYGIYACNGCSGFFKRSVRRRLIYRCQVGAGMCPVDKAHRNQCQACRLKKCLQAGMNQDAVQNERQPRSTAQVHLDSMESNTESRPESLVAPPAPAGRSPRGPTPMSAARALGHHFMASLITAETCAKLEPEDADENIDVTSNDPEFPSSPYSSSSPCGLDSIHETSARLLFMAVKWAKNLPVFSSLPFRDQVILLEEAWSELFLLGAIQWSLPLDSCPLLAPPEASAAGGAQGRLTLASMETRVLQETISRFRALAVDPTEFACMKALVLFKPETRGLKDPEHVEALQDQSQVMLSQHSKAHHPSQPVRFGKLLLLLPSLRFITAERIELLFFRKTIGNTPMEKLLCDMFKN
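System: GST-tagged NR2E3 plus biotinylated RetCOR corepressor; Amount: 1.35 nM GST-tagged NR2E3 final; Dosing: single nominal compound dose of 4.8 µM; Schedule: 5 h incubation at 4 °C; Technique: TR-FRET with europium anti-GST and streptavidin-D2, 340 nm excitation; Controls: biotin wells as high control, 0.6% DMSO wells as low control.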
Vif imaging: HIV Vif self-association inhibitors, primary screen, imaging, HEK293T, single point | hit rate 0.35% among 340,000 | HEK293T cells, Vif self-association by quenched fluorescence, 24 h | inhibition, % at 7.49 µM | AID 602346, 2012; in the data active = inhibition above about 50%, passing the limit was not always enough; inconclusive = no clear call, values can overlap the other calls; inactive = below about 31%; also: some results filed as inactive read as strong as hits
aDG glyco up: activators of alpha-DG glycosylation, primary screen, uHTS, Pro5-aDG cells, AlphaScreen. hit rate 0.22% among 360,000. AID 624168, 2012. alpha-DG glycosylation AlphaScreen (IIH6); 0% Pro5, 100% B10-LARGE cell signal. activation, % at 10 µM;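 active = activation of at least 8% versus controls, or a plate z-score of at least 8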;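 also: Pro5 are CHO cells carrying HIG-tagged alpha-DG that lacks glycosylation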
Exocytosis inh: LAMP-1 surface exposure blockers, TALL-104 cells – cell-based, flow cytometry, MLPCN library, primary screen; TALL-104 LAMP-1 surface exposure; cells stimulated with thapsigargin and PMA; inhibition, % at 10 µM; hit rate 0.66% among 360,000; AID 651702, 2012;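 active = inhibition above about 55%, limit read from the data; inconclusive = no clear call, values can overlap the other calls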
Peg3 prom inh: Peg3 promoter-driven luciferase inhibitors, primary screen, cell-based, HeLa, luciferase luminescence. HeLa PEG-Prom luciferase reporter, overnight. inhibition, % at 20 µM. hit rate 1.7% among 360,000. AID 588405, 2011;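 active = inhibition of at least 50% at 20 µM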
HIF-2a block: HIF-2a reporter inhibitors, primary screen, luminescence, 786-0 RCC cells. 786-0 RCC cells HIF-2a reporter, luciferase luminescence, overnight. inhibition, % at 18.8 µM. hit rate 0.72% among 360,000;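 active = inhibition of the luminescence signal of 40% or more relative to plate controls, in a single-dose primary screen at 18.75 µM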
CaV13 FRET inh: Primary screen for inhibitors of IQ motif and Ca2+-dependent inactivation inhibitor domain binding in CACNA1D, Förster resonance energy transfer in living cells, … | HEK cells, CFP/YFP FRET ICDI-IQ, plate reader, 10 min; percent FRET-ratio fall versus neutral wells | inhibition, % at 12.3 µM | hit rate 0.098% among 340,000;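 active = mean replicate inhibition of at least 30% and at least 1% of replicates passing that level; inconclusive = only one of the two criteria is met; inactive = neither criterion is met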;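 also: 0% = median of the neutral control wells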
NR2E3 ag-2: NR2E3 agonists in two-hybrid cells, primary screen, cell-based, luminescence, CHO-S, Gal4-NCOR/VP16-NR2E3. AID 602229, 2012. hit rate 0.35% among 360,000. Photoreceptor-specific nuclear receptor (Homo sapiens), Q9Y5X4. luciferase. inhibition of corepressor binding, % at 3.98 µM;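 active = inhibition above the mean of all tested compounds plus 3 SD, cut at about 70% in these data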;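 also: 0% = DMSO with NR2E3 transfected cells and 100% = cells lacking NR2E3 construct; higher means lower luciferase signal from less NR2E3 corepressor binding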
PDI turbidity: inhibitors of human PDI, primary screen, biochemical, turbidity, single point, plate reader; inhibition, % at 10 µM; PDI insulin aggregation turbidity, A650, 90 min; hit rate 0.052% among 350,000;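 active = mean inhibition across replicates of 30% or more, whatever share of single replicates reach that level; inconclusive = mean inhibition below 30% while every single replicate reaches 30%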;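 also: absorbance from insulin aggregation driven by PDI reduction with DTT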
Target sequence (P07237 whole entry, looked up): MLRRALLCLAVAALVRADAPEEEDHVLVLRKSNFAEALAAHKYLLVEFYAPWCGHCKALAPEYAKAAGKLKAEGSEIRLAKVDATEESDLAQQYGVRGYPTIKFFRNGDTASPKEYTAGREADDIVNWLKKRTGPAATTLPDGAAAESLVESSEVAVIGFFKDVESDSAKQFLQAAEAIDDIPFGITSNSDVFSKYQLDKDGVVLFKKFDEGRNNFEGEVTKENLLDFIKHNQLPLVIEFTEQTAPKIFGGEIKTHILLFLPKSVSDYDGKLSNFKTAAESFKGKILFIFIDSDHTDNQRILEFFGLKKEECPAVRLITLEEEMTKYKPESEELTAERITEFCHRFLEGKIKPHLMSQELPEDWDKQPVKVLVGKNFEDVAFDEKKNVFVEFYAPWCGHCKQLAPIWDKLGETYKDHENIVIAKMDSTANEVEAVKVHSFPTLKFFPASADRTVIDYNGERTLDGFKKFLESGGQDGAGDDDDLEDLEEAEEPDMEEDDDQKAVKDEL
Active calls of the source: *; ? = inconclusive; / = not tested or not shown.

SMILES	MITF TRPM1 inh	hiPSC survival	NR2E3 ag-1	Vif imaging	aDG glyco up	Exocytosis inh	Peg3 prom inh	HIF-2a block	CaV13 FRET inh	NR2E3 ag-2	PDI turbidity
Cc1cnc(NC(=O)CSc2nnc(COc3c(C)cccc3C)o2)s1	15	-1.0	0	-7	-0.1	-4	-5	-1	-3	-11	/
CCC(=O)Nc1ccnc(-c2cccnc2)n1	-5	3.9	-1	/	-0.3	0	0	11	-8	-34	4
O=C(Nc1ccc2c(c1)OCCO2)c1cccnc1	-41	-3.1	3	2	-0.3	-5	-119	-118	-4	-54	-3
Cc1ccc(/C=N/NC(=O)CC(=O)NCc2cccnc2)cc1	2	0.3	0	2	-0.1	-4	-3	13	-8	-4	-8
COc1ccccc1C(=O)Nc1ccccc1N1CCOCC1	1	-1.9	-1	1	-0.1	1	4	-10	-5	-6	5
COc1cccc(NC(=O)C2CCN(S(=O)(=O)c3ccc4c(c3)C(C)(C)C(=O)N4C)CC2)c1	/	-1.7	2	11	-0.1	-3	-3	12	-5	10	19
COc1ccccc1N1CCN(C(=O)c2cc3c(-c4ccc(Cl)cc4)nn(C)c3s2)CC1	21	-3.3	1	-9	0.1	10	20	25	-6	-12	-5
O=C(CN1CCC(Cc2ccccc2)CC1)NC(=O)NCc1ccccc1	6	-1.0	1	3	-0.1	0	24	26	-2	-8	5
Cc1cc(NS(=O)(=O)c2ccc(NC(=O)c3ccc([N+](=O)[O-])s3)cc2)nc(C)n1	31	-1.1	/	-5	-0.3	-9	13	15	-5	8	-3
COC(=O)CN1C(=O)N/C(=C/c2ccc(OC)c(C)c2OC)C1=O	8	-0.5	-3	0	-0.3	-2	-1	-23	1	-20	-3
Clc1cccc(Cl)c1CSc1nnc2ccccn12	-3	-2.1	-2	-4	-0.1	-9	-54	-80	-5	-31	3
CCN(CC)CCNC(=O)c1ccc(NC(=O)C2CC(=O)N(CCc3ccc(OC)c(OC)c3)C2)cc1 (configuration not stated)	-1	-0.1	3	7	0.3	34	4	15	-6	-42	-8
CC(C)CNC(=O)c1cccc(NC(=O)c2ccccc2-c2ccccc2C(=O)O)c1	11	-0.6	2	8	-0.1	-5	1	18	-6	17	-1
CCCS(=O)(=O)NC(=O)C1(C)CCCN(C(=O)c2nc(C)oc2C)C1 (configuration not stated)	/	2.7	/	/	-0.3	3	7	7	/	-39	1
Cn1c(=O)oc2cc(S(=O)(=O)N3CCCC(C(=O)NCc4ccc5c(c4)OCO5)C3)ccc21 (configuration not stated)	-2	-0.9	-3	-7	0.2	3	-16	9	-5	1	-1
CC(c1ccccc1)n1cnc2ccccc21 (configuration not stated)	1	1.7	-3	/	-0.2	6	1	6	-4	27	-6
CCc1ccc2cccc3c2c1N=CN3C	-7	-0.4	-9	-3	0.2	18	13	13	-4	-11	3
COCCn1nnnc1SCC(=O)c1ccccc1	-18	0.5	6	19	-0.4	0	-37	-63	-4	3	-1
Nc1nc(C(=O)N2CCOCC2)nn1S(=O)(=O)c1ccccc1	-4	-0.4	0	/	-0.1	1	10	9	-8	-24	8
CC(OC(=O)c1cc(=O)[nH]c2ccccc12)C(=O)N1C(C)CCCC1C (configuration not stated)	3	1.1	-3	5	-0.3	0	14	10	-2	21	2
CCCNC(=O)c1cc(C2CCCCN2S(=O)(=O)c2ccc(C#N)cc2)on1 (configuration not stated)	/	-1.8	/	-1	-0.3	6	-6	8	-5	-8	9
CC(C)Oc1cccc(C(=O)Nc2ccc(CN3CCOCC3)cc2)c1	5	-3.0	0	-6	0.2	8	-36	-52	-9	-13	7
Cc1cc(-c2onc(C)c2C(=O)O)no1	-9	1.6	2	0	-0.1	1	9	8	-2	-8	-2
COC(=O)C(O)(CC(=O)Nc1ccc(Cl)cc1F)C(F)(F)F (configuration not stated)	6	0.0	2	4	0.2	-1	-2	13	/	25	0
COc1ccc(Cc2nc3ccc(C(=O)N4CCC(C(N)=O)CC4)cc3o2)cc1	/	-0.5	/	/	0.1	0	9	8	-5	6	-4
CCN(CC(=O)NCc1cccs1)C(=O)c1cccc(S(=O)(=O)N2CCc3ccccc32)c1	1	-0.5	2	5	0.0	65*	13	15	-3	-36	2
O=C1CCC[C@@H]2Cc3[nH]c4c(Cl)ccc(Cl)c4c3[C@@H]3CCN1[C@H]23	-2	-3.3	4	-1	0.5	1	-28	9	?	-17	3
COc1ccc(S(=O)(=O)N2CCOCC2)cc1NC(=O)c1ccc(SC)cc1OC	/	2.7	/	-13	0.0	1	22	-19	-5	-13	-5
Cn1c(=O)c2cc(NC(=S)NC3CCCCC3)ccc2n1-c1ccccc1	/	1.3	/	-10	-0.1	-4	-26	-14	-5	-14	-26
Cc1cccc(C)c1NC(=O)N1C2CCC1CC(O)(c1cccnc1)C2 (configuration not stated)	-13	-0.2	-3	-5	2.4	0	-3	9	-12	-19	-3
O=C(c1cc2cc(F)ccc2[nH]1)N1CCc2ccccc2C1	-1	0.2	-3	-2	0.3	0	-136	-127	-4	-66	1
CSc1ccc(CNc2nc3ccccc3n3cnnc23)cc1	-10	-0.7	1	-2	0.0	-7	-19	-4	-2	2	-6
Oc1ccc(C=NNC(=S)Nc2cccnc2)nc1	20	-0.6	/	1	0.0	15	10	-45	-6	-18	-20
O=C(COC(=O)c1ccc(S(=O)(=O)N2CCCCC2)cc1)Nc1ccccc1	-2	-0.1	2	-1	-0.2	-5	4	1	-6	10	-2
Cc1ccc(NNC(=O)c2cc(C)on2)c(C)c1	-6	-0.7	2	-5	0.0	1	19	5	-2	-11	0
Cn1nc(-c2ccc(S(N)(=O)=O)s2)cc1C(F)(F)F	-6	-0.8	-2	-4	-0.1	2	6	15	-4	-5	-4
CN(C)c1ccc(/C=N\NC(=O)c2ccc(Cn3cc(Cl)cn3)cc2)cc1	5	0.3	2	/	0.0	-1	13	-22	-9	-10	1
Cc1cc(C)nc(SCC(=O)Nc2sc3c(c2C#N)CCC(C)C3)n1 (configuration not stated)	7	-0.8	-3	/	1.8	-1	17	17	/	71*	3
COc1ccc(CCNC(=O)CSc2nc3[nH]ncc3c(=O)n2-c2ccc(Br)cc2)cc1OC	2	3.2	0	4	-0.2	-2	12	18	-4	-30	-2
COc1ccc(S(=O)(=O)N2CC(=O)Nc3ccccc32)cc1	5	-0.5	-3	13	0.1	-6	5	26	-12	-1	29
Nc1ccc(-c2cc3ccccc3oc2=O)cc1	94*	-0.5	-1	-5	0.0	-13	38	88*	-27	52	0
S=C(NC1CCCCC1)N1CCC(C2C=NC=N2)CC1 (configuration not stated)	/	7.5	/	1	-0.1	8	-2	2	-6	-29	0
Cc1ccc(S(=O)(=O)Nc2ccc(N3CCOCC3)cc2)cc1[N+](=O)[O-]	7	-0.6	-3	8	-0.3	2	1	8	-2	31	-6
COc1cc2nc(SCc3c(C)noc3C)n(CCC3=CCCCC3)c(=O)c2cc1OC	1	11	-6	1	-0.1	14	-5	-17	-5	-18	3
Cc1ccc(C)c(C(=O)CN2C(=O)NC3(CCc4ccccc43)C2=O)c1 (configuration not stated)	/	-0.3	0	8	0.0	2	7	10	-6	-13	-4
N#Cc1ccc(-c2cccnc2)nc1SCC(=O)Nc1sc2c(c1C#N)CCC2	-11	2.0	-2	15	0.1	-2	-29	-20	-8	-5	-3
Cc1ccc(NC(=O)Nc2ccc3c(c2)OCO3)cc1F	-124	-0.1	0	12	0.0	-4	-280	-228	-3	-132	0
Cc1cccc(NC(=O)C2(c3cccs3)CCOCC2)c1	-5	0.6	-1	-8	-0.1	1	-1	16	-2	-12	-2
Cc1cc(-c2ccccc2)n2nc(C)c(C#N)c2n1	-3	-1.5	4	6	0.1	4	12	4	-6	-33	-3
Cc1sc2ncnc(N3CCC(C(=O)NNC(=O)COc4ccccc4F)CC3)c2c1C	0	-0.2	0	-5	0.2	3	17	9	-5	-32	1
C#Cc1ccc([C@H]2C=C(C(=O)NCc3nc4ccccc4[nH]3)O[C@@H](OCC)[C@@H]2CCCO)cc1	20	-2.3	2	-15	0.2	30	20	18	-5	-55	1
O=C(c1ccc(Cl)cc1Cl)N1CCN(c2ccccn2)CC1	13	-0.8	3	-2	0.0	-12	6	13	-4	-32	-7
CC(NCc1ccc2c(c1)OCO2)C(=O)NC1CCCc2ccccc21 (configuration not stated)	0	-2.3	-1	9	0.4	10	10	11	/	2	5
CCOC(=O)CN1C(=O)c2ccccc2C1=O	-7	-1.7	0	13	-0.2	-3	-4	17	-5	-14	8
O=C(O)CN(c1ccccn1)S(=O)(=O)c1ccccc1	-7	-2.3	2	20	0.4	0	11	4	-3	-7	-1
COc1ccccc1NC(=O)COc1ccccc1C(=O)c1cnn(-c2ccccc2)c1	-78	1.7	2	-1	-0.2	-3	-200	-162	3	-122	4
COc1ccc(NC(=O)N2CCCCC2)cc1	-7	3.8	-2	-2	0.0	4	-46	-56	-6	-13	9
COc1cc(/C=C/C(=O)OCc2c(C)noc2C)ccc1OC(F)F	0	-2.9	-1	4	0.2	3	17	9	3	1	10
C/C(=C\c1ccc(N)cc1)c1nc2ccccc2[nH]1	-85	-0.4	-6	-9	0.1	-8	-306	-227	-18	-87	0
CN(c1ccccc1C(=O)Nc1ccc2ccccc2c1)S(C)(=O)=O	/	-0.5	-8	5	0.0	-1	12	16	5	-9	-2
Going on with the list.
SMILES	MITF TRPM1 inh	hiPSC survival	NR2E3 ag-1	Vif imaging	aDG glyco up	Exocytosis inh	Peg3 prom inh	HIF-2a block	CaV13 FRET inh	NR2E3 ag-2	PDI turbidity
CCCC(OC(=O)CC1Sc2ccccc2NC1=O)C(=O)NCc1ccco1 (configuration not stated)	-9	2.7	1	3	0.1	-2	-2	-10	/	-14	-4
CCC(C)c1ccc(NC(=O)COC(=O)C2CCCC2)cc1 (configuration not stated)	-4	2.4	/	22	0.0	-14	-44	-23	-6	-4	-13
CCC(C)[C@H](NC(=O)NCc1ccc(Cl)cc1)C(=O)OC (some centres not stated)	12	0.1	5	5	0.4	0	2	5	/	13	5
CC(=O)Nc1ccc(Nc2cc(C)nc3c(-c4ccccc4)c(C)nn23)cc1	-6	0.8	3	0	0.3	-5	-8	-45	-6	-23	-5
